Source: PubChem
PG9 binder: binders of HIV-1 gp120 antibody PG9, primary screen, biochemical, TR-FRET; HIV-1 gp120 / PG9 antibody interaction; TR-FRET gp120-PG9 antibody binding; inhibition, % at 6.7 µM; 360,000 tested, 0.43% active; in the data active means inhibition above about 8.5%
GC-A act: GC-A stimulated cGMP production enhancers – HEK293 GC-A cells, cGMP TR-FRET, EC30 ANP, primary screen. Atrial natriuretic peptide receptor 1 (Homo sapiens), P16066. 0% at EC30 ANP, 100% saturating ANP. activation, % at 10 µM. 370,000 tested, 0.14% active. AID 1671463, 2021; in the data active means activation above about 40%
DAX1 inh-1: DAX1 (NR0B1) inhibitors on StAR promoter, primary screen, cell-based, luminescence, SF-1 (NR5A1), full-length DAX-1 | HEK293T StAR-luciferase reporter, SF-1/DAX-1 repression relief | inhibition, % at 6.8 µM | 370,000 tested, 1.1% active | AID 652010, 2013;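 active means inhibition above the mean over all tested compounds plus 3 SD, cut at about 3.6% in these data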;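 further: 0% = DAX-1 cells with DMSO and 100% = cells lacking DAX-1 with DMSO; higher inhibition means more luminescence from relief of DAX-1 repression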
ADAM17 inh: ADAM17 inhibitors, primary screen, biochemical, QFRET | Disintegrin and metalloproteinase domain-containing protein 17 (Homo sapiens), P78536 | recombinant ADAM17, EDANS/DABCYL FRET peptide cleavage | inhibition, % at 6.95 µM | 370,000 tested, 0.83% active;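 active means inhibition above the mean of compounds lying between control limits plus 3 SD, set per campaign, cut at about 8.5% in these data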;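 further: 0% = DMSO-only wells as the low control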
Target sequence (P78536 215-824 limits assumed): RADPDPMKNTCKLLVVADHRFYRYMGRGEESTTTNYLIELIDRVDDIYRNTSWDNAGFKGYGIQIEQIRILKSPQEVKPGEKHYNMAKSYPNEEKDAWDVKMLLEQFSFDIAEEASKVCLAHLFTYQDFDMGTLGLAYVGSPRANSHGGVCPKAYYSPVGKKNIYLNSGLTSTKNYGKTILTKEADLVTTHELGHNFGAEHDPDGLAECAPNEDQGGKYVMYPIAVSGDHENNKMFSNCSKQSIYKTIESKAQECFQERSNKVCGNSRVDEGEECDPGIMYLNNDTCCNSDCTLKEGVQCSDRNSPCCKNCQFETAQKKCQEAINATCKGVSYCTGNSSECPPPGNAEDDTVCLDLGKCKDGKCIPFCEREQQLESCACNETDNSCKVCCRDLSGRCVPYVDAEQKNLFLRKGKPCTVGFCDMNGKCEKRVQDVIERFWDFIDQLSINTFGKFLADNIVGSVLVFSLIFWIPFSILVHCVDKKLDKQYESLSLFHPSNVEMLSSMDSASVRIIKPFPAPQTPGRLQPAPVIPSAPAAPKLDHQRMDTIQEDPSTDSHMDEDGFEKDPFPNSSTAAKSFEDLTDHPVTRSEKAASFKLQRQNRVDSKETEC
SMARCA2 activ: SMARCA2 (BRM) function activators, primary screen, cell-based, luminescence, high throughput; activation, % at 9.1 µM; MG213 cells, MMTV-luciferase reporter, dexamethasone, overnight; 370,000 tested, 1% active; AID 652017, 2013; in the data active means activation above about 7.8%;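 further: 0% = vehicle wells and 100% = reference activator wells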
hgDAF12 agonist: H. glycines DAF-12 receptor agonists, primary screen, cell-based, luminescence, HEK293, GAL4 fusion, UAS-luciferase | HEK293 GAL4-hgDAF12 UAS-luciferase reporter, agonist luminescence; normalized to butyrate control | activation, % at 6.8 µM | 370,000 tested, 1.8% active | AID 687014, 2013;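 active means activation above a cutoff set at the mean of all screened compounds plus 3 SD, cut at about 10% in these data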;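 further: 0% = DMSO wells and 100% = sodium butyrate wells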
DAX1 inh-2: DAX1 (NR0B1) inhibitors, primary screen, cell-based, HEK293, Gal4-DAX1, luciferase luminescence | Nuclear receptor subfamily 0 group B member 1 (Homo sapiens), P51843 | HEK293 Gal4-DAX1 luciferase reporter | inhibition, % at 6.75 µM | 340,000 tested, 0.99% active | AID 504766, 2011;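 active means inhibition above the mean over all tested compounds plus 3 SD, cut at about 4.2% in these data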;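 further: 0% = DAX1-transfected cells with DMSO and 100% = empty-vector control cells with DMSO; inhibition shows as a rise in luminescence from relieved DAX1 repression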
Target sequence (P51843 207-470 limits assumed): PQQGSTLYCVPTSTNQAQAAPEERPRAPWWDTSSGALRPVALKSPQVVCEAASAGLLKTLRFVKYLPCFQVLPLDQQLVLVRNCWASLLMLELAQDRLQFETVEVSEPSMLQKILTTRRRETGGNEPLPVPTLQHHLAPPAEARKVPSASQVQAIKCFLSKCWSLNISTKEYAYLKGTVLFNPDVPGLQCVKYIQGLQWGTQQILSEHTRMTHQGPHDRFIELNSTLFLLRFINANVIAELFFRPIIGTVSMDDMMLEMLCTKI
ADAM10 inh: human ADAM10 inhibitors, primary screen, biochemical, QFRET, HTS; recombinant ADAM10, EDANS/DABCYL FRET peptide cleavage, 3 h; inhibition, % at 7 µM; Disintegrin and metalloproteinase domain-containing protein 10 (Homo sapiens), O14672; AID 720582, 2013; 370,000 tested, 0.62% active;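 active means inhibition above a per-campaign cutoff equal to the mean of compounds falling between control-based bounds plus 3 SD, cut at about 20% in these data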;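 further: 0% = DMSO wells while the 100% control is not disclosed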
ssDAF-12 act: S. stercoralis DAF-12 nuclear receptor activators, primary screen, cell-based, luminescence, HEK293, GRIP1 co-expression, lit1-tk-luc; activation, % at 6.8 µM; 370,000 tested, 1% active; Nuclear hormone receptor DAF-12 (Strongyloides stercoralis); HEK293 ssDAF-12/GRIP1 lit1-tk-luc reporter; % of 3 µM dafachronic acid response;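 active means activation above the mean over all tested compounds plus 3 SD, cut at about 0.9% in these data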;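 further: 0% = DMSO-only wells and 100% = 3 µM delta7-dafachronic acid wells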
FXN GAA850 act: FXN promoter activators, primary screen, cell-based, luciferase luminescence, HEK293 lucGAA850 | 360,000 tested, 0.56% active | activation, % at 6 µM | HEK293 lucGAA850 FXN promoter luciferase reporter, 24 h; percent of 10 µM SAHA response;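 active means activation above the average of all compounds screened plus 3 SD, cutoff fixed separately per campaign, cut at about 7.5% in these data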;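 further: 0% = DMSO wells and 100% = 10 µM SAHA wells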
hcDAF-12 act: H. contortus DAF-12 nuclear receptor activators, primary screen, cell-based, luminescence, HEK293, lit1-tk-luc reporter. 370,000 tested, 1.4% active. activation, % at 6.8 µM. HEK293 hcDAF-12 lit1-tk-luc reporter; 0% DMSO, 100% Δ7-dafachronic acid;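 active means activation above the mean of all tested compounds plus 3 SD, cut at about 5.5% in these data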;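 further: 100% = response to 3 µM Δ7-dafachronic acid high control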
Active calls of the source: *; . = no result given.

SMILES | PG9 binder | GC-A act | DAX1 inh-1 | ADAM17 inh | SMARCA2 activ | hgDAF12 agonist | DAX1 inh-2 | ADAM10 inh | ssDAF-12 act | FXN GAA850 act | hcDAF-12 act
O=C(CSCc1nc2ccccc2[nH]1)Nc1ccccc1 | 1.1 | 0 | 0.5 | -1 | -4 | -0.1 | 0.7 | -4 | -1.3 | 1.5 | 0.1
C(#CCN1CCOCC1)COCCCOC(c1ccccc1)c1ccccc1 | -1.2 | -1 | 0.0 | -2 | 1 | -0.9 | -0.2 | 11 | -0.9 | -0.9 | -1.4
COc1ccccc1N1CCN(C2CCCN(C(=O)CN3CCCC3=O)C2)CC1 (stereo not given) | 0.6 | 1 | 0.6 | -5 | -1 | -1.1 | 0.8 | -3 | -0.8 | 0.8 | 3.0
CC(C)C(=O)Nc1cccc(NC(=O)CCN2C(=O)c3ccccc3S2(=O)=O)c1 | -0.8 | 2 | 0.5 | 1 | 4 | -0.3 | -0.2 | -6 | -1.6 | 0.0 | 0.7
O=C(NCCS(=O)(=O)NCc1ccc(F)cc1)c1ccc2c(c1)OCO2 | 1.3 | 0 | -0.4 | 3 | -2 | 1.0 | -1.4 | -12 | -0.5 | -1.1 | -0.4
COc1cccc(OCC(=O)Nc2c3c(nn2-c2ccc(F)cc2)CS(=O)(=O)C3)c1 | -1.9 | 0 | -2.0 | -1 | -4 | -0.1 | 1.1 | -6 | -1.3 | 2.4 | 1.9
Cc1ccc(S(=O)(=O)N[C@@H](CO)C(=O)N[C@@H](Cc2ccc(O)cc2)C(=O)O)cc1 | -1.7 | 2 | 0.3 | -2 | -2 | -2.4 | 0.8 | 3 | -0.4 | 1.5 | -1.8
COc1ccc(CSc2nncn2N)cc1[N+](=O)[O-] | -0.9 | -1 | 0.2 | 2 | -1 | -1.5 | 0.4 | 7 | -1.3 | 1.9 | 0.5
CN1c2ccsc2C(=O)/C(=C\Nc2cccc(C(F)(F)F)c2)S1(=O)=O | -0.9 | -5 | -0.3 | -3 | -3 | 0.1 | . | 0 | -0.6 | -0.3 | 2.8
O=C(O)c1c2c(nc3ccc(S(=O)(=O)N4CCC(C(=O)NCc5ccccc5)CC4)cc13)CCCC2 | -0.3 | -2 | 1.1 | -4 | 0 | 0.0 | 1.4 | -18 | -1.1 | -1.1 | 1.9
CCOC(=O)c1cnc(-n2nc(C)cc2C)nc1Nc1ccc(N(C)C)cc1 | -0.9 | 5 | -0.2 | 1 | -1 | -3.3 | -1.7 | 7 | -1.2 | -1.4 | -1.1
COc1ccc(S(=O)(=O)Nc2ccc(F)cc2F)cc1C(=O)N1CCOCC1 | 3.2 | -9 | 0.0 | -6 | -3 | 1.5 | 0.8 | 5 | -1.2 | -2.3 | 0.7
O=S(=O)(c1ccc2nnn(OCc3ccccc3)c2c1)N1CCOCC1 | -2.3 | -1 | 0.6 | -1 | 3 | 0.1 | 0.2 | 4 | -1.1 | 1.3 | -1.6
Cc1cccc(NC(=O)CN(C)S(=O)(=O)c2ccc(Cl)cc2)n1 | 0.5 | -5 | -0.6 | -5 | 1 | 0.9 | 0.1 | 4 | -1.5 | -0.4 | -1.3
CCOc1ccc(S(=O)(=O)n2ccnc2)c2ccccc12 | 0.3 | 1 | 0.3 | -1 | -7 | 2.7 | -0.4 | -20 | -1.8 | -0.4 | 1.1
C=CCNC(=S)NNC(=O)c1ccc(OCC)cc1 | -0.5 | 4 | 0.6 | -4 | -1 | -1.6 | 0.5 | 3 | -1.6 | 2.3 | -0.9
COC(=O)c1ccc2nc(-c3cccc(Cl)c3)c(Cc3ccccc3OC)n2c1 | -1.6 | -3 | 1.6 | -9 | 4 | 2.2 | . | -22 | -0.2 | . | 1.2
COc1ccccc1NC(=O)c1ccc(NC(=O)c2ccc(=O)[nH]c2)cc1 | 1.9 | 2 | -1.7 | -4 | -2 | -2.4 | -0.3 | -10 | -1.1 | -0.6 | -1.3
CCN(CC)S(=O)(=O)c1csc(C(=O)NC2CCCCC2)c1 | 1.3 | -2 | -0.7 | 0 | -1 | -0.4 | 0.4 | 6 | -1.4 | 0.9 | -2.6
CC(C)(Nc1ccccc1)C(=O)c1ccccc1 | -0.9 | -1 | 0.2 | 0 | 2 | -1.8 | 1.1 | 3 | -1.0 | -1.3 | 0.2
CN(C)c1cccc(C(=O)NC2CCCc3ccccc32)c1 (stereo not given) | -2.7 | 2 | -0.7 | -11 | 7 | -2.0 | -0.1 | -33 | -1.3 | 1.9 | -2.2
CC1(C)C=C2C(=NN(c3ccccc3)C(N)=C2C#N)CO1 | -0.7 | 5 | 0.1 | -5 | -1 | -3.5 | 0.0 | -7 | -1.7 | -1.6 | 0.6
CCOC(=O)c1c(NC(=O)CSc2nc3ccc(OC)cc3[nH]2)sc2c1CC(C)(C)NC2(C)C | 2.7 | -4 | -0.4 | -1 | 4 | -2.0 | 0.0 | 1 | -0.9 | 1.7 | -2.0
O=C(NCc1ccco1)C1CCN(Cc2ccc(F)cc2)CC1 | -1.8 | 3 | -0.8 | -3 | 1 | 0.3 | -0.5 | -7 | -0.8 | -0.7 | 0.9
Fc1ccc(-c2ccc3c(c2)C2CC3CCN2Cc2ccc3c(c2)OCO3)cc1 (stereo not given) | -2.7 | 1 | -1.0 | -4 | 0 | -3.8 | -0.2 | -9 | -1.0 | -0.7 | -2.0

Reprinted from the part before: 4 entries, then new ones.
SMILES | PG9 binder | GC-A act | DAX1 inh-1 | ADAM17 inh | SMARCA2 activ | hgDAF12 agonist | DAX1 inh-2 | ADAM10 inh | ssDAF-12 act | FXN GAA850 act | hcDAF-12 act
CC1(C)C=C2C(=NN(c3ccccc3)C(N)=C2C#N)CO1 | -0.7 | 5 | 0.1 | -5 | -1 | -3.5 | 0.0 | -7 | -1.7 | -1.6 | 0.6
CCOC(=O)c1c(NC(=O)CSc2nc3ccc(OC)cc3[nH]2)sc2c1CC(C)(C)NC2(C)C | 2.7 | -4 | -0.4 | -1 | 4 | -2.0 | 0.0 | 1 | -0.9 | 1.7 | -2.0
O=C(NCc1ccco1)C1CCN(Cc2ccc(F)cc2)CC1 | -1.8 | 3 | -0.8 | -3 | 1 | 0.3 | -0.5 | -7 | -0.8 | -0.7 | 0.9
Fc1ccc(-c2ccc3c(c2)C2CC3CCN2Cc2ccc3c(c2)OCO3)cc1 (stereo not given) | -2.7 | 1 | -1.0 | -4 | 0 | -3.8 | -0.2 | -9 | -1.0 | -0.7 | -2.0
O=C(Nc1ccc(C(F)(F)F)cc1)OC1CCC12CCC(c1ccccc1)CC2 (stereo not given) | . | 10 | -0.3 | -1 | -2 | 3.0 | . | -2 | -0.8 | . | -0.8
NC(=O)C1CCN(c2ccnc3cc(Cl)ccc23)CC1 | -0.3 | -1 | -0.8 | 0 | -2 | 9.1 | -0.6 | -2 | -1.0 | 0.7 | -2.1
CCCOc1ccc(C2C(C#N)=C(N)Oc3nc[nH]c(=O)c32)cc1OC (stereo not given) | -0.1 | -3 | -0.8 | 1 | -3 | -0.1 | -1.1 | 0 | -0.3 | -1.0 | 0.3
Cc1ccnc2c(N3C(=O)C4C5c6ccccc6C(c6ccccc65)C4C3=O)cccc12 (stereo not given) | 0.3 | -3 | -2.7 | 6 | -2 | -3.2 | -3.6 | 8 | -1.6 | -2.1 | -4.0
CCOC(=O)c1ccc(NC(=O)NC2CCN(CC(=O)NCc3ccc4c(c3)OCO4)CC2)cc1 | 0.7 | 0 | 0.0 | -3 | 0 | -0.9 | 1.0 | -7 | -0.8 | -0.1 | -1.5
Brc1ccc(Br)c2cnccc12 | 13* | 10 | -0.8 | -8 | -5 | -0.3 | 0.4 | -16 | -0.5 | 2.0 | -0.6
CC(C)c1ccc(NC(=S)N2CCN(Cc3ccccc3)CC2)cc1 | 0.5 | 3 | 0.5 | -2 | -2 | 5.5 | 0.4 | -2 | -1.3 | 2.3 | -0.5
CN(C)c1ccc(NC(N)=S)cc1 | -7.7 | -5 | -1.0 | 0 | 2 | -3.0 | -0.2 | 11 | -0.7 | 1.4 | 0.7
O=C(NCCN1CCC(n2c(=O)[nH]c3ccccc32)CC1)c1ccccc1C(F)(F)F | -0.8 | 3 | -0.9 | -4 | -3 | 0.3 | . | -6 | -1.1 | . | -2.7
NC(=O)c1ccc(NC(=O)c2cccc(Oc3ccccc3)c2)cc1 | -0.3 | 0 | -0.2 | -2 | -1 | 2.9 | -1.9 | -11 | -1.5 | 3.4 | -1.1
CC1(C)N=C(N)N=C(N)N1c1cc(Cl)ccc1Cl | 0.0 | 0 | -0.6 | -3 | -4 | 2.8 | 2.1 | -6 | -1.1 | -1.9 | 0.6
CCC[C@@H](/C=C/C(=O)OC(C)(C)C)Sc1ccc(N)cc1 | . | -5 | 0.5 | 6 | -1 | 7.0 | . | 7 | 0.3 | . | -1.0
COc1ccc(C(C(=O)NC(C)(C)C)N(Cc2ccc(C)cc2)C(=O)CCC(=O)Nc2cc(C)on2)cc1 (stereo not given) | 0.6 | -14 | -0.8 | -1 | 2 | 1.3 | -1.9 | 8 | -1.2 | -1.4 | -2.8
Cc1ccc(-c2c(C)nn3c(N4CCOCC4)cc(C)nc23)cc1 | -1.3 | 3 | -0.2 | -6 | 3 | 1.2 | 2.2 | 4 | -0.6 | 0.2 | -0.3
O=S(=O)(c1cccc(Br)c1)N1CCN(c2ccnc3cc(Cl)ccc23)CC1 | -3.2 | -8 | -2.9 | 3 | -1 | -1.1 | -0.8 | 10 | -1.4 | 3.4 | -2.1
CCOc1ccc(N2CCc3c(C)nc(SC)nc32)cc1 | -1.3 | 1 | -0.2 | -3 | -1 | 0.8 | 0.8 | -3 | -1.1 | 1.1 | -2.3
CC(NCC(=O)Nc1ccccc1C(=O)NC1CC1)c1ccc(Cl)cc1 (stereo not given) | 0.6 | -6 | 0.3 | 2 | -4 | -0.6 | -0.3 | -3 | -0.8 | -1.1 | 2.3
O=C1c2ccccc2C(=O)N1C1C=CC=CC=C1 | 2.5 | 2 | -0.9 | 0 | -2 | -1.0 | -0.9 | -13 | -1.0 | 1.1 | -1.5
O=C(c1cc2ccccc2oc1=O)N(c1ccccc1)C1C=CS(=O)(=O)C1 (stereo not given) | -2.0 | 3 | -0.6 | -1 | 3 | 0.8 | -0.4 | -4 | -0.8 | 0.8 | -2.2
